Compound activity: PubChem, National Center for Advancing Translational Sciences (NCATS)
Eya2 phos inh – Eya2 (human) phosphatase inhibition. O00167. recombinant Eya2, OMFP fluorescence dephosphorylation (OMFP is methylfluorescein phosphate). Potency, µM (doses to about 76.9 µM), for the others: at the highest dose activity, negative = inhibition, most hits filed as inhibitors. 330,000 compounds, 0.006% hits; further: potency means the concentration at half of the fitted maximal effect
Target sequence (O00167 whole entry, looked up): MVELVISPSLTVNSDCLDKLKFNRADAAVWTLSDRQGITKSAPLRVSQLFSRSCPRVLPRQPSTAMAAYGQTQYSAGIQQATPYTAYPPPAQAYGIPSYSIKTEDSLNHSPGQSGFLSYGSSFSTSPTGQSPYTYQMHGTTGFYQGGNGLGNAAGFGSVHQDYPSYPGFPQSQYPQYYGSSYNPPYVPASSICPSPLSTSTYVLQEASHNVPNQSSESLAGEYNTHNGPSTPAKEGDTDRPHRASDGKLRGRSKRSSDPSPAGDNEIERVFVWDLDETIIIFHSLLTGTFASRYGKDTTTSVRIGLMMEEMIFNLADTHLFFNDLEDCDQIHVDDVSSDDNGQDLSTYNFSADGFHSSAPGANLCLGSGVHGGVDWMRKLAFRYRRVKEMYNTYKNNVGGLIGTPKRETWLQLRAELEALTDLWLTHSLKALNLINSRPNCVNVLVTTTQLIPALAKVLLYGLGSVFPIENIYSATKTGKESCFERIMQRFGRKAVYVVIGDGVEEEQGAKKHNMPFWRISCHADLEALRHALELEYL
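Eya2 protein (added as 0.2 uM solution) was preincubated with compound for 10 min at ambient temperature in 50 mM HEPES pH 7.5, 50 mM NaCl, 5 uM MgCl2, 0.05% BSA, 1 mM DTT. OMFP (added at 50 uM) then reacted 10 min; fluorescence read at 485/525 nm.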
KCNH2 3.1 block – KCNH2 3.1 (human) potassium channel inhibition; 340,000 compounds, 0.95% hits; activity change, % (tested at about 1.8 µM); U2OS KCNH2 3.1, thallium flux FluxOr; hits give low values;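 active means maximum activity change below -70%; inconclusive means maximum activity change from -70% to -50%; inactive means maximum activity change above -50%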;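 further: thallium influx rate constant from kinetic fluorescence after stimulation buffer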
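Normalized rate constant (relative to positive and negative DMSO controls) derived from a 2 min kinetic fluorescence read after stimulation; U2OS cells expressing the 3.1 isoform via virus at 1.77 x 10^8 /mL.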
Coupling enz – inhibits coupling enzyme system, counter-screen for aldolase hits | coupling enzyme system counterscreen, AmpLite Red fluorescence | activity change, negative = inhibition, % at 58.2 µM, hits read low | 290,000 compounds, 0.67% hits | AID 2472; in the data active means activity change below about -30%
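Compounds tested against the coupling enzymes alone at 57.5 uM final; readout was AmpLite Red fluorescence (525/598 nm) after 20 min at RT.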
uPA generation – inhibitors of cell surface uPA generation; cell surface uPA generation assay, qHTS; Potency, µM (top dose mostly 38.3 µM), inactives show at the highest dose activity change, negative = inhibition, hits mostly inhibitors; 330,000 compounds, 0.31% hits; AID 540303; active means well fitted inhibition curve with a large enough effect; inconclusive means small, poorly fitted or top-dose-only effect; inactive means no such curve, though single readings can be large or run the other way; tested in mouse RAW 264.7 cells; further: potency means the concentration at half of the fitted maximal effect; nearly all actives have a fitted effect of over 55% in size
GALK inh – galactokinase (human) inhibition. P51570. Purified GALK, Kinase-Glo residual ATP luminescence. Potency, µM (series often up to 57.5 µM), for inactives: at the highest dose activity change, negative = inhibition, usual class: inhibitors. 270,000 compounds, 0.007% hits; further: potency means the concentration at half of the fitted maximal effect
Target sequence (P51570 whole entry, looked up): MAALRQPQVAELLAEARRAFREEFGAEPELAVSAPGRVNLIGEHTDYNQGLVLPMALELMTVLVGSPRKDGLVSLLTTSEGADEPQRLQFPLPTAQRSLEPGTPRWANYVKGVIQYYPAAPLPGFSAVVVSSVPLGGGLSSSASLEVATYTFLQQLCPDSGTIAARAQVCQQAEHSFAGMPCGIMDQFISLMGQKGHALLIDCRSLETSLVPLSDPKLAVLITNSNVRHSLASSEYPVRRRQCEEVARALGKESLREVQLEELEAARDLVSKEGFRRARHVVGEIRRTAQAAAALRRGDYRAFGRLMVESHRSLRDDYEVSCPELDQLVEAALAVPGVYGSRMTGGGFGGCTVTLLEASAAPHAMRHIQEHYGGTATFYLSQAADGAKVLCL
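Compounds were pin-transferred into ATP buffer (35 uM final), then GALK plus galactose (5 nM, 100 uM final) was added. After 1 h at room temperature, Kinase-Glo Plus was added and luminescence read after 10 min.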
KCNH2 WT inh – inhibitors of human wildtype KCNH2 potassium channel | U2OS, BacMam KCNH2, thallium flux FluxOr; hits give low values | activity change, % at 1.84 µM | 340,000 compounds, 0.37% hits | Q12809;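 active means maximum activity change below -70%; inconclusive means maximum activity change between -70% and -50%; inactive means maximum activity change above -50%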
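U2OS cells were transduced with wild-type KCNH2 virus (2.03 x 10^8 / mL) for 4 h at room temperature, then cultured overnight at 37 C. Thallium flux was read with FluxOr dye. Rate constants were normalized to DMSO controls.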
B2AR arrestin – beta2AR (human) beta-arrestin recruitment activity | 330,000 compounds, 0.02% hits | Potency, µM (series often up to 46.1 µM), for the others: at the highest dose activation, most hits filed as activators | AID 492947 | P07550 | beta-arrestin recruitment to beta2AR, cell-based reporter;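 further: potency means the concentration at half of the fitted maximal effect; 0% = DMSO controls and full agonism = EC100 isoproterenol or metaproterenol; nearly all actives have a fitted effect of over 65% in size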
USP2a block – blocks human ubiquitin-specific protease USP2a. O75604. USP2 core, Ub-CHOP2 coupled fluorogenic reporter, 485/531. Potency, µM (highest dose often 38.3 µM), inactives show top-dose activity change, negative = inhibition, most hits filed as inhibitors. 330,000 compounds, 0.01% hits;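 further: potency means the concentration at half of the fitted maximal effect; plate controls were DMSO wells for no effect and full inhibition by NEM control for full effect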
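Deubiquitinase activity read as fluorescence (485/531 nm) after Ub-CHOP2 cleavage activates the enterokinase reporter on its substrate; USP2 core 10nM, Ub-CHOP2 and substrate 25nM each, 30min compound preincubation then 60min RT; data normalized to NEM, curves fitted.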
Giardia kill – kills Giardia lamblia; Giardia lamblia trophozoite viability; activity change, % at 7.66 µM, hits read low; 340,000 compounds, 0.15% hits; in the data active means activity change below about -80%; inconclusive means between about -30% and that limit;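 further: parasites exposed to compound for two days anaerobically before the ATP read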
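Killing of trophozoites was scored by loss of ATP luminescence after a 48 hrs anaerobic exposure to compounds at 37 deg C, using 100 cells per well.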
Chronic BCR inh – chronic active BCR signaling inhibition; 340,000 compounds, 0.05% hits; ABC-DLBCL IkBa-CBG/CBR reporter, luminescence ratio, 4 h; Potency, µM (doses to about 46.1 µM), for the others: top-dose ratio change, negative = lower green/red ratio, most hits filed as inhibitors; active means well fitted inhibition curve with a large enough effect in the signal ratio, with a control signal flat, not every such curve was filed as active; inconclusive means small, poorly fitted or top-dose-only effect, or effect the other way, or a change in a side signal; the % refers to the signal ratio;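 further: potency means the concentration at half of the fitted maximal effect; plate controls were basal doxycycline-induced cells for no effect and cells given 10 µM MG132 for full effect; MG132 reads +100%, hits lower the ratio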
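Cell line TMD8 (human ABC DLBCL), stably expressing tet-inducible CBG68-IkBa fusion and CBR; IMDM/0.5% FBS; cpd up to 46 uM; dox induction, 4 h, 37C/5% CO2; dual luminescence; green/red ratio; MG132 control.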
PKM2 activator – PKM2 (human) enzyme activation; 260,000 compounds, 0.34% hits; purified PKM2, Kinase-Glo ATP luminescence, activation; response scale: 0% is enzyme alone, no compound; Potency, µM (series often up to 57.5 µM), without a hit: at the top dose activation, hits mostly activators; further: potency means the concentration at half of the fitted maximal effect; nearly all actives have a fitted effect of over 55% in size
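Purified hPK-M2 (>95%) run at intermediate activity with 0.1 mM ADP and 0.5 mM PEP in 50 mM imidazole pH 7.2, KCl, MgCl2; 1 h room temperature. ATP formed read by Kinase-Glo luminescence; normalized to uninhibited and no-enzyme controls.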
Numbers without * were called inactive; ? = inconclusive; . = not tested or not shown; & = joins results of further samples. Unless noted, the call rests on the fitted dose curve; in most records, active means well fitted curve in the direction sought with a large enough effect; inconclusive means small, poorly fitted or top-dose-only effect, or another doubt; inactive means no such curve, though single readings can be large; an effect the other way counts as inactive or inconclusive. Unless noted, on the % scale 0 is the no-effect control and ±100 the full control effect.

cpd	smiles	KCNH2 WT inh	Coupling enz	Giardia kill	PKM2 activator	uPA generation	Eya2 phos inh	Chronic BCR inh	USP2a block	B2AR arrestin	KCNH2 3.1 block	GALK inh
1	COc1ccc(N(CC(=O)N2CCN(Cc3ccccc3)CC2)S(=O)(=O)c2ccccc2)cc1	25	.	-12	-2%	-3%	1%	1%	-2%	0.0%	-8	6%
2	O=C(N/N=C/c1ccc2nccnc2c1)c1ccncc1	1	6	17	-4%	5%	-1%	?	-3%	-0.7%	-12	1%
3	Cn1nnc(NC(=O)COc2ccc(C3CCCCC3)cc2)n1	-1	2	0	6%	-1%	0%	?	2%	-0.3%	23	1%
4	CC(=O)NC(=S)Nc1cccc2ccc(C)nc12	-3	-2	10	-12%	10%	23%	?	-1%	-0.7%	-4	-1%
5	Cc1csc(NC(=O)Cc2c[nH]c3ccccc23)n1	2	-2	-1	-4%	5%	17%	?	3%	-0.2%	1	-1%
6	CC(C)(C)C(=O)Nc1ccccc1N1CCN(c2ccc(F)cc2)CC1	5	0	-1	.	-1%	16%	0%	3%	-0.3%	4	-1%
7	COc1c(C)cccc1C(=O)Nc1cc(Cl)ccc1N1CCOCC1	-7	-6	-10	2%	15%	-3%	7%	-1%	0.1%	-15	-1%
8	COC(=O)COc1cc(OCC(=O)OC)c2c(-c3ccccc3)cc(=O)oc2c1	-1	1	-12	2%	?	-4%	-7%	5%	4.2%	-7	-2%
9	COc1ccc(Oc2coc3c(CN(C)C)c(O)ccc3c2=O)cc1	-24	3	9	-8%	-2%	-10%	?	3%	0.3%	4	-1%
10	COc1ccc(/C=C2\N=C(c3ccccc3Cl)NC2=O)cc1	-4	-4	-7	-6%	?	-13%	-3%	-1%	8.0%	-20	3%
11	COC(=O)c1cccc(C(=O)N2CCC(CO)(Cc3ccccc3Cl)CC2)c1	-2	5	-6	22%	-1%	1%	?	0%	-0.3%	-29	-1%
12	CCn1nc(C)c(CNC(=O)Nc2ccccc2C(=O)OC)c1C	-2	2	?	-1%	-4%	13%	-4%	5%	0.8%	12	11%
13	Cc1c(NC(=O)C(C)Oc2ccc(Br)cc2Cl)c(=O)n(-c2ccccc2)n1C (configuration not stated)	2	.	-16	.	0%	0%	1%	0%	-0.7%	-6	.
14	Cc1cc(=O)oc2cc(OCC(=O)N3c4ccccc4NC(=O)C3(C)C)ccc12	4	.	-9	.	4%	1%	-1%	0%	-0.2%	-2	.
15	CCNC(=O)NC(=O)C(C)OC(=O)c1cc(S(=O)(=O)N2CCCCCC2)ccc1OC (configuration not stated)	-3	2	-15	-1%	-3%	-31%	25%	-1%	0.0%	2	0%
16	O=C(Cn1c(=O)n(Cc2ccccc2)c(=O)c2ccccc21)NCc1ccco1	4	-2	7	-2%	-2%	-16%	?	0%	0.3%	-8	-1%
17	COc1ccc(CNC(=O)c2ccc(C(C)(C)C)cc2)cc1	0	-3	-3	-19%	7%	-1%	15%	-2%	0.2%	1	4%
18	COc1ccc(NC(=O)CCSc2ccc(F)cc2)cc1	24	0	-2	3%	-4%	-5%	-6%	0%	-0.4%	-9	-1%
19	COc1ccc(S(N)(=O)=O)cc1C(N)=O	-8	3	-3	-14%	21%	-15%	1%	9%	-0.8%	1	8%
20	CCN(c1ccccc1)S(=O)(=O)c1ccc(OC)c(NC(=O)CNC)c1	-6	0	1	-1%	-7%	7%	0%	0%	-0.3%	-24	-2%
21	COc1ccc(Nc2cc(C)c3cc([N+](=O)[O-])ccc3n2)cc1	-7	-7	-9	.	-16%	2%	?	0%	-1.1%	-99*	3%
22	Cc1nnc(-c2ccccc2)o1	-4	5	-13	-6%	-1%	-1%	0%	1%	-0.4%	2	.
23	Cc1c(NC(=O)CSc2nnnn2Cc2ccccc2)c(=O)n(-c2ccccc2)n1C	6	-1	-7	-9%	.	7%	?	1%	0.0%	-10	2%
24	Cc1cccc(Nc2cc(C)nc3ccccc23)c1	-3	4	-6	0%	-6%	9%	-1%	-1%	1.2%	-7	0%
25	Cc1cccc(C)c1OCC(O)CN (configuration not stated)	-6	1	-12	1%	2%	-6%	-1%	6%	0.1%	1	3%
26	CCOc1ccc(S(=O)(=O)NCCC(=O)NCC(c2ccc(F)cc2)N2CCOCC2)cc1 (configuration not stated)	-14	.	-8	.	1%	8%	-27%	2%	0.0%	5	.
27	COc1ccc(OC)c(NC(=O)C(=O)c2cn(CC(=O)N3CCCC3)c3ccccc23)c1	10	-1	18	3%	23%	-3%	.	3%	2.7%	1	5%
28	COC(=O)c1c(NC(=O)CN2C(=O)NC(CCc3ccccc3)C2=O)sc2c1CCCCC2 (configuration not stated)	-13	1	-3	1%	0%	-16%	?	-3%	0.1%	-1	-1%
29	COc1ccc(C(=O)Nn2c(SCC(=O)NC3CCCC3)nc3ccccc3c2=O)cc1	-3	12	-5	-10%	-14%	-9%	?	1%	0.1%	-1	0%
30	CC(C)(C)C(=O)Nc1cc2c3c(c1)CC(=O)N3CCC2	-30	2	?	.	8%	-1%	0%	2%	-0.3%	2	2%
31	CC(C)(C)c1ccc(C(=O)Nc2nnc(Cc3c[nH]c4ccccc34)s2)cc1	-5	-6	16	-22%	5%	-2%	2%	0%	-0.8%	0	2%
32	N/C(CSc1ccccn1)=N\OCc1c(Cl)cccc1Cl	0	2	-3	0%	3%	-3%	4%	-1%	3.7%	7	6%
33	CCOC(=O)c1ccccc1NC(=O)COc1cc(=O)n(CC)c2ccccc12	5	3	9	-10%	6%	-4%	7%	2%	0.3%	-28	-2%
34	CC(=O)c1cc(-c2ccccc2)n(CCC(=O)NC2CCCCC2)c1C	0	-1	20	2%	-1%	3%	-3%&-1%	1%	-0.5%	10	0%
35	CCOC(=O)c1c(C)n(CC(O)CN(CC)CC)c2cc(Br)c(OC)cc12 (configuration not stated)	-7	-2	18	.	1%	?	?	-6%	0.5%	3	1%
36	CCOc1ccc(-n2nc3ccc(N)cc3n2)cc1	-2	3	?	?	10µM*	2%	1%	0%	-1.2%	-8	2%
37	Cc1ccccc1Nc1cc(C)c2c(O)cccc2n1	5	-3	21	1%	-4%	-5%	-2%	-2%	-0.2%	2	.
38	Cc1[nH]c(C(=O)O)c(C#N)c1C(=O)c1ccccc1	0	2	-5	.	6%	11%	2%	0%	-0.4%	-15	0%
39	O=C(CN1CCN(c2ccccn2)CC1)Nc1cccc(C(F)(F)F)c1	4	1	2	3%	6%	4%	-1%	-1%	-0.1%	4	-1%
40	CC(C)OC(=O)CSc1nnc(-c2ccccn2)n1-c1ccccc1	-4	4	28	-11%	2%	2%	0%	-5%	-0.1%	-17	1%

Arranged by molecular weight (largest number first): three of the compounds above.
cpd	smiles	KCNH2 WT inh	Coupling enz	Giardia kill	PKM2 activator	uPA generation	Eya2 phos inh	Chronic BCR inh	USP2a block	B2AR arrestin	KCNH2 3.1 block	GALK inh
39	O=C(CN1CCN(c2ccccn2)CC1)Nc1cccc(C(F)(F)F)c1	4	1	2	3%	6%	4%	-1%	-1%	-0.1%	4	-1%
37	Cc1ccccc1Nc1cc(C)c2c(O)cccc2n1	5	-3	21	1%	-4%	-5%	-2%	-2%	-0.2%	2	.
36	CCOc1ccc(-n2nc3ccc(N)cc3n2)cc1	-2	3	?	?	10µM*	2%	1%	0%	-1.2%	-8	2%

Further results follow:
cpd	smiles	KCNH2 WT inh	Coupling enz	Giardia kill	PKM2 activator	uPA generation	Eya2 phos inh	Chronic BCR inh	USP2a block	B2AR arrestin	KCNH2 3.1 block	GALK inh
41	O=C(CN1CCN(c2ccc(F)cc2)CC1)c1ccc2c(c1)OCO2	2	5	-6	-2%	1%	-9%	?	1%	-0.2%	.	-3%
42	CCOc1ccc(/C(O)=C2/C(=O)C(=O)N(c3ncccn3)C2c2ccc(C)cc2)cc1 (configuration not stated)	0	18	28	-3%	-1%	2%	6%	1%	0.5%	17	3%
43	CCOC(=O)C1CCCN(C(=O)c2ccc(CS(=O)(=O)c3ccc(C)cc3)o2)C1 (configuration not stated)	-3	6	-7	-16%	3%	-11%	15%	-10%	0.1%	10	3%
44	Cc1cc(C)c2cc(C(=O)Nc3ccc(C)c(F)c3)[nH]c2c1	3	2	-2	.	-6%	-1%	?	0%	-0.2%	1	1%
45	COc1ccc(-c2cc(C(=O)NCCCN3CCOCC3)c3ccccc3n2)cc1OC	3	.	-11	.	-15%	13%	3%	-2%	-0.1%	16	.
